D3 ag = qHTS of D3 Dopamine Receptor Agonist: qHTS; D(3) dopamine receptor (Homo sapiens), P35462; D3R DiscoveRx beta-arrestin cells, luminescence, 90 min; max activation, %; 410,000 compounds, 0.58% hits; in the data active means max activation above about 30%; further: 0% is about no effect; mostly tested at two doses, the higher about 12 µM
Target sequence (P35462 whole entry, looked up): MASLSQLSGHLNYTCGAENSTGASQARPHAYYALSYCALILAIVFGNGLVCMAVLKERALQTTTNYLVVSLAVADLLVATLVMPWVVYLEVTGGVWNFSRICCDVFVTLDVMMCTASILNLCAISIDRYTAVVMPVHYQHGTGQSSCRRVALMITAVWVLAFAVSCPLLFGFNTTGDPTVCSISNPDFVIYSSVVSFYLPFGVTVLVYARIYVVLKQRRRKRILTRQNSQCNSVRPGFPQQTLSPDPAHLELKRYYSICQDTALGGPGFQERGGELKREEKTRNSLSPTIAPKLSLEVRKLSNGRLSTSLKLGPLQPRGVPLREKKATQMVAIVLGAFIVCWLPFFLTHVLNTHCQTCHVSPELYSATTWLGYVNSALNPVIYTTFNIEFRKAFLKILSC
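Cells at 1500/well, incubated overnight, then treated with pinned compounds (dopamine as control) for 90 min at 37 degrees C. DiscoveRx reagent added for 30 - 60 minutes at room temperature; luminescence read.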
CCT modulator = High-Throughput Screening for Modulators of Cytosolic Chaperonin Activity. activity change, % (test concentration not listed), hits read low. purified chaperonin ATPase assay, HTRF ADP detection, 30 min. 360,000 compounds, 0.3% hits; in the data active means activity change below about -30%; further: on the % scale 0 is the no-effect control and ±100 the full control effect
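TRiC (40 or 20 nM final, by batch activity) in 30 mM Tris pH 7.4, 100 mM KCl, 5 mM MgCl2, 1 mM DTT was treated with compound at 76 uM single dose, then 10 uM ATP, 30 min at 37 °C. ADP was read by HTRF Transcreener.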
pAkt inh = HTS Assay for Inhibitors of Akt Phophorylation: Primary Screen | Neuro2A IGF-stimulated pAkt S473 HTRF, 20 min; stronger effect = lower value | activity change, % for hits at 50 µM | 360,000 compounds, 0.32% hits; in the data active means activity change below about -80%; inconclusive means mostly about -51% to -80%; further: on the % scale 0 is the no-effect control and ±100 the full control effect
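Neuro2A cells (4,500/well, DMEM with 0.5% FBS) were treated with compound at a single 50 µM final concentration, stimulated with 6 nM IGF for 20 min at 37 °C, and lysed. Phospho-Akt Ser473 was read by HTRF as 665/615 ratio ×10^4.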
D3 antag = qHTS of D3 Dopamine Receptor Antagonist: qHTS | D(3) dopamine receptor (Homo sapiens), P35462 | D3R cells, DiscoveRx beta-arrestin luminescence, antagonist mode; stronger effect = lower value | 360,000 compounds, 2.5% hits | max response, negative = inhibition, %; in the data active means max response below about -50%; inconclusive means no clear call, values can overlap the other calls; further: on the % scale 0 is the no-effect control and ±100 the full control effect; mostly tested at two doses, the higher about 12 µM
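Cells expressing the human receptor were seeded at 1500 cells/well, incubated overnight at 37 degrees C in 5% CO2, then exposed to library compounds with dopamine controls for 90 minutes at 37 degrees C before luminescent detection.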
EPAC2 agonist = qHTS for Agonist of cAMP-regulated guanine nucleotide exchange factor 4 (EPAC2): primary screen; Potency, µM (series often up to 154 µM), inactives show top-dose activation, usual class: activators; EPAC2 activation, biochemical qHTS; response scale: 100% = 6.5 mM cAMP response; AID 720711, 2013; 360,000 compounds, 0.079% hits; further: potency means the concentration at half of the fitted maximal effect; nearly all actives have a fitted effect of over 50% in size
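Compounds were added across a concentration range to EPAC2 (100 nM), RAP1B-BODIPY-GDP (250 nM) and GDP (50 uM). After 5 min at room temperature, fluorescence was recorded at 5-min intervals for 30 min.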
MmCpn inh = Inhibitors of TCP-1 ring complex (TRiC) of Methanococcus maripaludis (MmCpn): qHTS; Chaperonin Mm-Cpn (Methanococcus maripaludis); purified Mm-Cpn ATPase, ADP Transcreener TR-FRET; Potency, µM (highest dose often 76.9 µM), inactives show at the top dose activity, negative = inhibition, hits mostly inhibitors; 330,000 compounds, 0.031% hits; further: potency means the concentration at half of the fitted maximal effect; on the % scale 0 is the no-effect control and ±100 the full control effect; nearly all actives have a fitted effect of over 80% in size
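Purified archaeal chaperonin (25 nM final) was preincubated with compound for 10 min at 37°C, then ATP (10 uM final) was added for 30 min at 37°C in Tris pH 7.4/KCl/MgCl2/DTT buffer. ADP was quantified by HTRF Transcreener TR-FRET.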
PTHR1 agonist = qHTS for PTHR1 Agonists: Primary Screen; Parathyroid hormone/parathyroid hormone-related peptide receptor (Homo sapiens), Q03431; HEK293 GP2 PTHR1 cells, GloSensor cAMP luminescence, 1 h; Potency, µM (highest dose often 115 µM), for inactives: top-dose activation, actives largely listed as activators; 410,000 compounds, 0.075% hits; further: potency means the concentration at half of the fitted maximal effect; nearly all actives have a fitted effect of over 55% in size; some results filed as inactive show a strong effect at the top dose; inactives centre near -15; many of its hits are not listed in these tables
Target sequence (Q03431 whole entry, looked up): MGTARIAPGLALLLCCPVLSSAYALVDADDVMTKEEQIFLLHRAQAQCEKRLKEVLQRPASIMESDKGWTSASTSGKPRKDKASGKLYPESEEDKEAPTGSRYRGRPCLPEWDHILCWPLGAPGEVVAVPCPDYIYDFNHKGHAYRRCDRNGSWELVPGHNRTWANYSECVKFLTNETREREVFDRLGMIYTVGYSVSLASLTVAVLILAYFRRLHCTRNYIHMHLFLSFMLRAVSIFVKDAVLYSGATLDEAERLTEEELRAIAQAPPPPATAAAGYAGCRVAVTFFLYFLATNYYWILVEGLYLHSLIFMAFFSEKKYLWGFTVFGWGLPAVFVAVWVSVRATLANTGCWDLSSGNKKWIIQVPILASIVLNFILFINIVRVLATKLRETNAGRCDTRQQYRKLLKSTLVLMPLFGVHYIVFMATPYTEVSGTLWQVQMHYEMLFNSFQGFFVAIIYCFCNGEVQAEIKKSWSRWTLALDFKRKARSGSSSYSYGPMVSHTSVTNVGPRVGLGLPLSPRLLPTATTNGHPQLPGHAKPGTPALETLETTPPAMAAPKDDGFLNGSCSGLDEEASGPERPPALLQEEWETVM
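HEK-293-derived GP2 cells expressing PTHR1 and a GloSensor cAMP reporter, 3,000/well, plated overnight, given luciferin plus IBMX (each 0.5 mM as added) for 1 h at 37 °C, then compound for 1 h at 37 °C. Luminescence was read after 15 min at room temperature.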
EPAC2 antag = qHTS for Antagonist of cAMP-regulated guanine nucleotide exchange factor 2 (EPAC2): primary screen. 360,000 compounds, 0.18% hits. Potency, µM (top dose mostly 114 µM), for inactives: top-dose activity, negative = inhibition, usual class: inhibitors. Rap guanine nucleotide exchange factor 4 (Homo sapiens), Q8WZA2. EPAC2 GEF exchange of Rap1B-BODIPY-GDP, fluorescence; further: potency means the concentration at half of the fitted maximal effect; on the % scale 0 is the no-effect control and ±100 the full control effect; nearly all actives have a fitted effect of over 45% in size; many of its hits are not listed in these tables
Numbers without * were called inactive; i = inactive; ? = inconclusive; nt = not tested or not shown; & = joins results of further samples; [ ] = dose if it differs, or a comment. Unless noted, the call rests on the fitted dose curve; in most records, active means well fitted curve in the direction sought with a large enough effect; inconclusive means small, poorly fitted or top-dose-only effect, or another doubt; inactive means no such curve, though single readings can be large; an effect the other way counts as inactive or inconclusive. Not all compounds are listed (hit frequency here may not be typical).

SMILES | D3 ag | CCT modulator | pAkt inh | D3 antag | EPAC2 agonist | MmCpn inh | PTHR1 agonist | EPAC2 antag
O=C1N=C(N2CCN(Cc3ccccc3)CC2)S/C1=C/c1cccs1 | -7 | -2.3 | i | -7 | 12% | 0% | -16% | -28%
COc1ccc(N(C)S(=O)(=O)c2ccc3c(c2)CC(C)N3C(=O)C2CC2)c(OC)c1 (centres undefined) | 11 | -1.5 | i | 42 | 12% | -1% | -36%[inhibitor] | -9%
CCOCCCNc1nc2c(C)cccn2c(=O)c1/C=C1\SC(=S)N(C(C)CC)C1=O (centres undefined) | 13 | 1.0 | i | 1 | -9% | -2% | i | ?
O=C(COC(=O)c1ccccc1)Nc1ccc(Cl)cn1 | -10 | -1.4 | i | -5 | 8% | 4% | i | 0%
COc1ccc(C=NNC(=O)NN=Cc2ccc(OC)c(OC)c2)cc1OC | 8 | -4.3 | i | 26 | -3% | nt | i | 18%
C[C@@H]1CCCCO[C@H](CN(C)C(=O)Nc2ccc3c(c2)OCO3)[C@H](C)CN([C@@H](C)CO)C(=O)c2cc(NS(=O)(=O)c3ccc(Cl)cc3)ccc2O1 | 4 | -1.9 | i | ? | 21% | nt | -25% | -3%
Cc1ccccc1CN1C(=O)CN(S(C)(=O)=O)CC1(C)C(=O)NCc1ccccc1 (centres undefined) | -2 | nt | i | -4 | 3% | nt | i | 27%
O=C(c1ccc(F)cc1)c1cccc(C(=O)c2ccc(F)cc2)n1 | -8 | 1.4 | i | 45 | -6% | nt | -12% | 3%
COC(=O)Cn1c(=O)c2c(nc3n2CC(C)CN3Cc2ccccc2)n(C)c1=O (centres undefined) | -2 | -4.6 | i | -9 | 2% | 1% | -9% | -14%
CCOc1ccc(CCNC(=O)CSCC(=O)Nc2ccc(OC)cc2)cc1OCC | 1 | -1.7 | i | 12 | -15% | -1% | -3% | -4%
CCc1nnc(NC(=O)CCC(=O)N2CCN(S(=O)(=O)c3ccc(OC)cc3)CC2)s1 | 1 | 0.0 | i | 1 | 7% | -2% | i | -2%
CC(C)CC(C(=O)NC1CCCC1)N(Cc1cccs1)C(=O)c1snc(C(N)=O)c1N (centres undefined) | 30 | 1.3 | i | 9 | -5% | -1% | -64%[inhibitor] | -2%
COc1ccc(N2CCN(C(=O)c3ccc(NC(=O)C4=CSCCO4)cc3)CC2)cc1 | -2 | 0.2 | nt | 10 | 19% | 2% | i | -3%
CCN(C)C1CN(Cc2cn(Cc3cccc(C(F)(F)F)c3)nn2)S(=O)(=O)C1 (centres undefined) | 3 | -1.0 | i | 21 | 5% | nt | -22% | 5%
COc1ccc(Br)c(C(=O)OCC(=O)N2CCC(Cc3ccccc3)CC2)c1 | 22 | 1.2 | i | 20 | 10% | -2% | i | -8%

In another format: results already given.
Results follow in this order: D3 ag	CCT modulator	pAkt inh	D3 antag	EPAC2 agonist	MmCpn inh	PTHR1 agonist	EPAC2 antag
Cc1ccccc1CN1C(=O)CN(S(C)(=O)=O)CC1(C)C(=O)NCc1ccccc1 (centres undefined)
 : -2	nt	i	-4	3%	nt	i	27%
O=C(c1ccc(F)cc1)c1cccc(C(=O)c2ccc(F)cc2)n1
 : -8	1.4	i	45	-6%	nt	-12%	3%
COC(=O)Cn1c(=O)c2c(nc3n2CC(C)CN3Cc2ccccc2)n(C)c1=O (centres undefined)
 : -2	-4.6	i	-9	2%	1%	-9%	-14%
CCOc1ccc(CCNC(=O)CSCC(=O)Nc2ccc(OC)cc2)cc1OCC
 : 1	-1.7	i	12	-15%	-1%	-3%	-4%
CCc1nnc(NC(=O)CCC(=O)N2CCN(S(=O)(=O)c3ccc(OC)cc3)CC2)s1
 : 1	0.0	i	1	7%	-2%	i	-2%
CC(C)CC(C(=O)NC1CCCC1)N(Cc1cccs1)C(=O)c1snc(C(N)=O)c1N (centres undefined)
 : 30	1.3	i	9	-5%	-1%	-64%[inhibitor]	-2%
COc1ccc(N2CCN(C(=O)c3ccc(NC(=O)C4=CSCCO4)cc3)CC2)cc1
 : -2	0.2	nt	10	19%	2%	i	-3%
CCN(C)C1CN(Cc2cn(Cc3cccc(C(F)(F)F)c3)nn2)S(=O)(=O)C1 (centres undefined)
 : 3	-1.0	i	21	5%	nt	-22%	5%
COc1ccc(Br)c(C(=O)OCC(=O)N2CCC(Cc3ccccc3)CC2)c1
 : 22	1.2	i	20	10%	-2%	i	-8%

New compounds follow:
SMILES | D3 ag | CCT modulator | pAkt inh | D3 antag | EPAC2 agonist | MmCpn inh | PTHR1 agonist | EPAC2 antag
Cc1ccc(/C=C/C(=O)NC(=S)Nc2ccc(S(=O)(=O)Nc3cc(C)on3)cc2)cc1 | 7 | -1.6 | i | -1 | 9% | -1% | -18% | -13%
COc1ccccc1NC(=O)CNC(=O)CC12CC3CC(CC(C3)C1)C2 | 0 | -1.7 | i | -1 | 21% | 0% | i | -5%
COc1ccc(Nc2c3c(nc4ccc(C)cc24)CCC3)cc1 | -14 | -0.5 | i | -23 | -5% | 2% | -27% | -1%
O=C(NN=C1CCCC1)C(=O)Nc1cccc(C(F)(F)F)c1 | -9 | -3.0 | i | -9 | 5% | 0% | 0% | 2%
COc1ccc(Cl)cc1C(=O)OCC(=O)Nc1cccnc1Cl | -8 | 1.8 | i | -10 | -2% | -5% | -9% | -6%
CC(/C=C/c1ccc(N(C)C)cc1)=N\N=C(/N)SC1CC(=O)N(c2ccc(C(=O)O)cc2)C1=O (centres undefined) | -14 | -4.9 | i | 0 | 3% | -4% | i | 9%
CCOc1ccc(S(=O)(=O)Nc2cc(S(=O)(=O)N(CC)CC)ccc2N2CCCC2)cc1 | -5 | -2.9 | i | -25 | 6% | 0% | i | -11%
Cc1ccn2c(CNCCCn3cccn3)c(C(=O)N3CCCCCC3)nc2c1 | -15 | 0.7 | i | -58* | 3% | 3% | i | 5%
O=S(=O)(c1ccccc1F)N1CCN(c2nc3ccccc3s2)CC1 | 9 | -10 | i | 15 | -2% | -3% | i | -8%
Cc1nc2ncnn2c(N2CCN(C(c3ccccc3)c3ccccc3)CC2)c1C | -11 | -0.4 | i | -2 | -3% | nt | -25%[57.5 µM] | -5%
O=C(CN1C(=O)c2cccnc2C1=O)c1ccccc1 | 2 | -1.6 | i | -15 | 0% | -1% | -3%[57.5 µM] | -2%
Cc1ccc(NC(=O)Cn2c(C)csc2=O)cc1 | 12 | -0.5 | i | 5 | 5% | 1% | -14% | 3%
CCN(CC)C(=O)c1cnn(-c2ccccc2)c1NC(=O)c1ccccc1F | -12 | 0.6 | i | -13 | -3% | 1% | i | 4%
CCCc1cc(=O)[nH]c(SCC(=O)N(C)Cc2ccccc2)n1 | -1 | -6.4 | i | 65 | 0% | -5% | i | 7%
CCOC(=O)N1CCC(Nc2c(NCCCN(CC)Cc3ccccc3)c(=O)c2=O)CC1 | -16&-1 | -1.4&-2.2 | i | -8&3 | 4%&11% | -1% | 0% | 0%&13%
COc1cc(OC)cc(C(=O)OCC(=O)Nc2sccc2C(N)=O)c1 | 0 | -18 | i | 32 | 12% | -5% | -32% | 5%
Fc1cccc(Cl)c1/C=N/n1c(-c2cccnc2)n[nH]c1=S | -1 | 0.1 | i | -15 | 7% | 4% | -5% | -3%
COc1ccccc1N1N=C(c2ccc([N+](=O)[O-])cc2)CC1c1ccccc1 (centres undefined) | -6 | -2.6 | i | -9 | 2% | 0% | -69% | -5%
CS(=O)(=O)N(Cc1ccc(C(=O)NC2CCCC2)cc1)c1ccccc1 | 2 | -0.3 | i | -3 | 4% | 0% | i | 9%
O=C(Nc1nc(-c2ccccn2)cs1)C1CC1 | -6 | 1.3 | i | -17 | 4% | -1% | i | ?
Cc1ccc2c(c1)c1c3n2CCN(CC(O)CNC(C)C)C3CCC1 (centres undefined) | 0 | -2.0 | i | 24 | 3% | -3% | i | 4%
COCCn1cnc2c1c(=O)n(CC(=O)NC1CCCCC1)c(=O)n2Cc1ccccc1 | -5 | -9.7 | i | -18 | -1% | nt | i | 10%
CCOC(=O)c1ccc(C(=O)NNC(=O)C2C3C=CC(C3)C2C(=O)O)cc1 (centres undefined) | -3 | -0.7 | i | -9 | 18% | -1% | -12% | 11%
Cc1ccc(S(=O)(=O)Nc2cccc(C(=O)N3CCOCC3)c2)c(C)c1NS(C)(=O)=O | 0 | -1.9 | i | 0 | 7% | -1% | i | 3%
Cc1ccc(S(=O)(=O)N(CC(=O)NCC2CCCO2)c2cccc([N+](=O)[O-])c2)cc1 (centres undefined) | 6 | -0.6 | i | 0 | 6% | -2% | -12% | 5%
C=CCC1(CC=C)CCCN1C(=O)CC1C(=O)NCCN1Cc1cc(OC)cc(OC)c1 (centres undefined) | -2 | 1.5 | i | 22 | -6% | 2% | i | -1%
CC1Cc2cc(S(=O)(=O)N3CCN(c4ccccc4F)CC3)ccc2N1C(=O)C1CC1 (centres undefined) | 0 | 2.2 | i | 0 | 8% | 0% | -11% | 2%
COc1ccc(CNC(=O)Nc2nnc([C@@H]3C[C@H](O)[C@@H](CO)O3)s2)cc1 | -12 | -2.6 | i | 0 | 11% | nt | ? | 8%
O=C1c2ccccc2C(Nc2ccc3c(c2)OCCO3)N1c1ccc(Cl)cn1 (centres undefined) | 5 | -0.5 | i | -2 | 15% | -3% | -25% | -20%
CN(C)S(=O)(=O)N1CCc2ccc(NC(=O)C3CCCO3)cc2C1 (centres undefined) | -6 | -1.0 | i | -21 | 11% | 1% | i | -5%

Bioassay records deposited in PubChem BioAssay by National Center for Advancing Translational Sciences (NCATS).
